# KDM5B inhibitor: Primary screen for KDM5B Histone Demethylases FDH-coupled qHTS | Lysine-specific demethylase 5B (Homo sapiens), Q9UGL1 | KDM5B demethylase, FDH-coupled NADH fluorescence (FDH is formaldehyde dehydrogenase) | Potency, µM (highest dose often 57.7 µM), without a hit: at the highest dose activity change, negative = inhibition, hits mostly inhibitors | 220,000 tested, 2.6% active | AID 1347165, 2019; active = well fitted inhibition curve with a large enough effect; inconclusive = small, poorly fitted or top-dose-only effect; inactive = no such curve, though single readings can be large or run the other way; also: 0% is about no effect; nearly all actives have a fitted effect of over 70% in size
# Target sequence (Q9UGL1 whole entry, looked up): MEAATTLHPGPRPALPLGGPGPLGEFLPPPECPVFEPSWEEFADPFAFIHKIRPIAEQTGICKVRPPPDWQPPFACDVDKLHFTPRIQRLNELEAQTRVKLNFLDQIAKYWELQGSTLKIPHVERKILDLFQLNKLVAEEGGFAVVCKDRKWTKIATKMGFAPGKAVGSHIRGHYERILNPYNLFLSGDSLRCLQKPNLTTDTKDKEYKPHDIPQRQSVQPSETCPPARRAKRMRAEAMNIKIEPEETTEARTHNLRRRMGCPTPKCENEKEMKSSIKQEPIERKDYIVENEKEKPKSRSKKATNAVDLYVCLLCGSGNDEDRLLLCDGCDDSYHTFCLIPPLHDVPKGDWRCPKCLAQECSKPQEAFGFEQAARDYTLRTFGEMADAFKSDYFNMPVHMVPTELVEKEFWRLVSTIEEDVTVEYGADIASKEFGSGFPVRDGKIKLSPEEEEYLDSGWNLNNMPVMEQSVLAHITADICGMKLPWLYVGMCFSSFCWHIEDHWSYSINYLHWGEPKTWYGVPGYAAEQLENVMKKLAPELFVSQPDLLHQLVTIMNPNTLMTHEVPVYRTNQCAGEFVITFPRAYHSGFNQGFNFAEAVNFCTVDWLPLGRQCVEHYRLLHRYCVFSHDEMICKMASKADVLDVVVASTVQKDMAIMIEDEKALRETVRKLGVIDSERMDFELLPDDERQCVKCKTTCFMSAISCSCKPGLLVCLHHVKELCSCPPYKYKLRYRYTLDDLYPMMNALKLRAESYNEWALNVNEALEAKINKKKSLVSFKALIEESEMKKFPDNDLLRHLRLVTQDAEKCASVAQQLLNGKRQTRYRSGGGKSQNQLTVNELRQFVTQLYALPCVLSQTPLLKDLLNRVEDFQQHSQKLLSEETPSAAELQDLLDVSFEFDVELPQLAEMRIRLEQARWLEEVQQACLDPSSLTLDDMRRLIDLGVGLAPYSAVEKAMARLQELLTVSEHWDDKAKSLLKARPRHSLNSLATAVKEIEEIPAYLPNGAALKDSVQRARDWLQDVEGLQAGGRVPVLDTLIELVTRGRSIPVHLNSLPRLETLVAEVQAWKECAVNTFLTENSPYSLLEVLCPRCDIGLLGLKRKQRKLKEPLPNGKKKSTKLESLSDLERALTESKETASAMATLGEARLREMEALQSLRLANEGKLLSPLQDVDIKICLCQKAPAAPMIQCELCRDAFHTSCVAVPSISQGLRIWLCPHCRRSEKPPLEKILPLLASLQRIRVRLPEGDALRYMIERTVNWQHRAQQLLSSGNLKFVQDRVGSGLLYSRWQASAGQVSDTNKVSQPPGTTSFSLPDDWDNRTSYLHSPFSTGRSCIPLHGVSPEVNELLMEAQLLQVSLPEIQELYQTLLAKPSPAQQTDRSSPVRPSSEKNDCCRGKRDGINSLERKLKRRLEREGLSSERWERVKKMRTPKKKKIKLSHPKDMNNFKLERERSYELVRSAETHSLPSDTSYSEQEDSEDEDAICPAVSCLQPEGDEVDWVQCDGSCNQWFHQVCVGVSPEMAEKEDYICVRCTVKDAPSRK
#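 KDM5BΔAP (200 nM final) in 50 mM HEPES pH 7.5, 0.01% Tween-20 was preincubated 10 min at RT with compound over a concentration range. Substrate mix (H3K4me3 12.5 µM, α-KG 25 µM, Fe²⁺, ascorbate, NAD⁺, FDH) was added, and NADH fluorescence change over 30 min gave dose-response curves.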
# * hit, by the source's call; i = inactive; ? = inconclusive; [ ] = dose if it differs, or a comment. Potency is read from the fitted curve at half-maximal effect.
SMILES,KDM5B inhibitor
O=C(Cc1c(Cl)cccc1Cl)NC(c1cccs1)C1CC1 (configuration not stated),-1%
COc1ccc(-c2c(C)oc3cc(OCC(=O)Nc4nccs4)ccc3c2=O)cc1,8%
COc1ccc(OC)c(C2C(C(=O)N3CCCCC3)=C(C)Nc3nc4ccccc4n32)c1 (configuration not stated),?
O=C(CC1CCN(C(=O)C2CC2)C1)NCc1ccccc1 (configuration not stated),26%
O=C(CCc1c[nH]c2ccccc12)NC1CCc2nn(CC3CC3)c(=O)n2CC1 (configuration not stated),-2%
Cc1nc2ccc(S(=O)(=O)NC(C(=O)N3CCN(c4cccc(Cl)c4)CC3)C(C)C)cc2s1 (configuration not stated),0%
COc1cc(Cl)c(C)cc1NC(=O)Cn1cccc1-c1nc(-c2ccccc2)no1,-6%
CCCn1c(=O)n(C)c(=O)c2c(SCC(=O)Nc3ccc4c(c3)OCO4)nc(C3CC3)nc21,10%
O=C(c1ccc(Oc2ccc(CN3CCCC3)cc2F)nc1)N1CCCCC1,?
CCCCc1ccc(-n2nnnc2SCC(=O)Nc2ccc(NC(C)=O)cc2)cc1,14%
CC(C)CN1C(=O)COC[C@@H]1[C@H](O)c1ccc(NC(=O)c2ccc(C#N)cc2)cc1,-10%[86.2 µM]
Cc1sc(NC(=O)c2ccccc2)c(C(c2cccs2)N2CCOCC2)c1C (configuration not stated),-17%
O=C(NCc1cccc2[nH]ccc12)C1CCCN(C2CCN(C(=O)C3CC3)CC2)C1 (configuration not stated),?
CCCOC(=O)c1nn(-c2ccccc2)c(=O)c2ccccc12,-14%
COc1ccc(C)cc1NC(=O)c1ccc2c(c1)NC(=O)CS2,18%
O=C1COc2ccc(NCc3cccs3)nc2CN1Cc1ccc(C(F)(F)F)cc1,?
Cn1c(=O)c2c(nc(N3CCOCC3)n2Cc2ccccc2F)n(C)c1=O,1%
COCc1ccc(C(=O)N2CC[C@](C)(O)[C@H](C)C2)s1,9%
CCOc1ccccc1CNC(=O)c1c(OC)cc(=O)n2c1CCCC2,6%
Cc1cccc2[nH]cc(C=O)c12,17%
O[C@@H]1C[C@@H](c2nc(-c3ccccn3)no2)N(Cc2ccccc2)C1,-18%[86.2 µM]
CCN(CC)Cc1ccc2c(c1)CN(C(=O)c1cncc(Br)c1)CCO2,-4%
CC(C)OC(=O)COc1ccc(/C=C(/C#N)c2nc3ccccc3[nH]2)cc1,?
COc1ccc(CN2C[C@H](O)C[C@H]2c2nc(Cc3ccccc3)no2)cc1,?
Cc1cc(C)c(NS(=O)(=O)c2cccc(C(F)(F)F)c2)c(C)c1,2%
CCOC(=O)C1=C(C)N=C2SC=C(CC(=O)N3CCCC3)N2C1c1ccc(Cl)cc1 (configuration not stated),?
COc1ccc(NC(=O)N2CCCC(c3noc(COc4ccccc4)n3)C2)c(C)c1 (configuration not stated),-19%
Cc1cccc(-n2nc(-c3c(C)nc4scc(CC(=O)NC(C)C(C)C)n4c3=O)cc2C)c1 (configuration not stated),?
COC(=O)c1ccc(C2CC(=O)NC3=C2C(=O)CC(C)(C)C3)cc1 (configuration not stated),24%
CCc1ccc(CCC(=O)N(C)Cc2cccs2)cc1,25%
CCOC(=O)c1cccc(NS(=O)(=O)c2cc(-c3cnc(C)o3)ccc2OC)c1,?
CC(C)c1ccc(NC(=O)Cc2cn(C)c3ccccc23)cc1,-4%
Cc1cc(C(=O)N2CCC(NC(=O)c3ccncc3)CC2)c2ccccc2n1,15%
COCC(=O)N(C1CCOCC1)C1CCN(S(=O)(=O)c2cccnc2)CC1,9%
Cc1cnc(C(=O)N[C@@H]2CCC[C@@H]2C(=O)NCCc2cccs2)cn1,12%
CN(Cc1ccccc1Cl)C(=O)c1cnccc1C(F)(F)F,23%
COc1ccccc1CNC[C@H]1O[C@H](Cc2cc(CN(C)Cc3ccccc3)on2)CC[C@@H]1O,160%[activator]
COc1cc(OC)c(NS(=O)(=O)c2cc(C(=O)N3CCCCCC3)ccc2C)cc1Cl,12%
Cc1ccc2[nH]cc(CCNC(=O)Cc3ccc(F)cc3)c2c1,11%
O=C(c1ccco1)N1CCC2(CCCCO2)CC1,-9%
Cc1nc2cccnc2n1CC1CCCN(S(=O)(=O)Cc2ccccc2)C1 (configuration not stated),0%
CSc1cccc(NC(=O)O[C@@H]2CC[C@]3(C)C(CC[C@@H](O)[C@H]3CC(=O)N3CCC[C@H]3CO)[C@]2(C)CO)c1 (some centres not stated),-8%
COc1ccc(NS(=O)(=O)c2cc(-c3cnc(C4CC4)o3)ccc2C)cc1,-11%
COc1cc(NS(=O)(=O)c2ccc3[nH]c4c(c3c2)CCCCCC4)cc(OC)c1,?
CN1c2cc(C(=O)Nc3ccccc3)ccc2C(=O)N2CCCCCC21 (configuration not stated),?
CCN(CC)C(=O)CCc1c(C)nn(-c2ccc(F)cc2)c1Oc1ccccc1,-1%
COCc1cc(=O)n(CC(=O)NCc2ccc(C)cc2)c(N2CCOCC2)n1,-28%
CC(C)c1ccc(CC(=O)N2CCCc3ncc(C(=O)NCCCn4ccnc4)cc32)cc1,24%
CC(CNC(=O)CCCn1c(=O)c2cccn2c2cccnc21)c1ccccc1 (configuration not stated),?
Cc1ccc(C)c(N2CCN(C(=O)c3cc4cc5ccc(C)cc5nc4s3)CC2)c1,-12%
Cc1cc(C)n(C(=O)CNC(=O)c2cccc(Cl)c2)n1,16%
O=C(CSc1ccc2ccccc2c1)N(C1CCCC1)C1CCS(=O)(=O)C1 (configuration not stated),-9%
Cc1cccc(CN2CCCn3nc(C)c(-c4ccccc4-c4ccccc4)c32)n1,?
CC(=O)Nc1nnc(SCc2cc(=O)c3cccc(Cl)c3[nH]2)s1,-9%
CC(=O)N1CCc2c(sc3c2c(=O)n(-c2ccccc2)c(=O)n3CC(=O)Nc2cc(C)cc(C)c2)C1,-15%
CC(=O)N1c2ccccc2CC1c1nc(C(C)C)no1 (configuration not stated),0%
O=C(O)c1ccc(-c2cccnc2)cc1,-3%[230 µM]
O=C(CN1CCN(c2ccc(C(F)(F)F)cn2)CC1)NCc1ccc2c(c1)OCO2,?
CNC(=O)c1ccc(NS(=O)(=O)c2ccc(C(C)(C)C)cc2)cc1,-2%
O=C(NCC1(N2CCOCC2)CCSC1)Nc1ccc(Cl)c(Cl)c1 (configuration not stated),-3%

# Further records follow:
SMILES,KDM5B inhibitor
O=C(Nc1ccccc1)Nc1ccc([C@@H](O)[C@H]2COCC(=O)N2Cc2ccc(F)cc2)cc1,18%
COc1ccc(C(=O)Nn2c(CCC(=O)O)ccc2-c2ccc(C)cc2)cc1OC,4%
COc1ccc(-c2nc(N)nc(C)c2-c2ccc(OC)c(OC)c2)c(O)c1,-2%
Cc1ccc(C)c(N2CCN(CCCNC(=O)c3ccc4nc(CCc5ccccc5)oc4c3)CC2)c1,3%
COc1ccccc1NC(=O)N1CCCC(Cn2c(C3CC3)nc3cccnc32)C1 (configuration not stated),-8%
COCc1cc(CC2(NCc3ccccc3F)COC2)no1,-6%[86.2 µM]
Cc1c(Cl)cccc1NC(=O)c1noc2c1CCCCC2,17%
CCOc1ccc(Sc2cc(C(=O)NCc3ccccc3Cl)c3ccccc3n2)cc1,-5%
Cc1ccc(OCC(=O)Nc2ccccc2C(=O)N2CCCCC2)cc1,16%
CCOc1ccccc1C1NC(=O)N(CC(=O)Nc2ccc(F)cc2F)C2=C1C(=O)OC2 (configuration not stated),-1%
COc1cc(-c2noc(-c3ccc(N4CCCC4)c([N+](=O)[O-])c3)n2)cc(OC)c1OC,-3%
O=C(CSc1nnc(-c2cccnc2)o1)N1CCCCC1,20%

# Compounds above with a CF3 group (4):
SMILES,KDM5B inhibitor
O=C1COc2ccc(NCc3cccs3)nc2CN1Cc1ccc(C(F)(F)F)cc1,?
Cc1cc(C)c(NS(=O)(=O)c2cccc(C(F)(F)F)c2)c(C)c1,2%
CN(Cc1ccccc1Cl)C(=O)c1cnccc1C(F)(F)F,23%
O=C(CN1CCN(c2ccc(C(F)(F)F)cn2)CC1)NCc1ccc2c(c1)OCO2,?

# Later entries:
SMILES,KDM5B inhibitor
CCN1CC2(CCN(C(=O)c3ccc(NS(=O)(=O)CC)cc3)CC2)CC1=O,-19%
N#CCN(C(=O)/C=C/c1ccc(Br)s1)C1CC1,-10%
COc1cc(C(=O)Nc2ccc(C(=O)O)cc2)c2ccccc2n1,-9%
C[C@H]1COc2cc(F)ccc2S(=O)(=O)N1C,8%
O=C(Cn1c(=O)c2c(n1Cc1ccccc1)CN(Cc1ccccc1)CC2)NCc1cccc(Cl)c1,?
Cc1nn(C)c(C)c1-c1nc2cc(S(=O)(=O)N3CCCC3)ccc2n1C,-35%
CCc1ccc(NC(=O)c2ccc3oc(=O)n(Cc4ccccc4)c3c2)cc1,?
c1ccc(N2CCN(Cc3cc(CC4(NC5CCOCC5)COC4)no3)CC2)cc1,18%[86.2 µM]
Cc1ccccc1-c1cc2c(ccn2C)c(C(=O)NCCc2cnc[nH]2)n1,40µM*
O=C(Cn1ccn(-c2ccc(F)c(F)c2)c(=O)c1=O)Nc1cccc(Cl)c1,5%
COCCN(CCOC)C(=O)c1ccc(Cl)cc1F,8%
O=C(NCCC1CCN(C(=O)Nc2ccccc2F)CC1)c1ccccc1,13%
CCNC(=O)N1CCCC(Cc2ncc(C)n2C(C)C)C1 (configuration not stated),-7%
Cc1cc(/C=C/C(=O)c2cccc(Cl)c2)cc(C)c1O,-13%
CC(Oc1ccc(F)cc1Br)c1nc2ccccc2c(=O)[nH]1 (configuration not stated),3%
Cc1nn(-c2nc(CC(=O)Nc3cccnc3)cs2)c(C)c1Cc1ccccc1,10%
COc1cc(NC(=O)c2ccc(CNc3c(N4CCCC4)c(=O)c3=O)cc2)cc(OC)c1OC,23%
Cc1cc(C)cc(-n2c(-c3ccccc3)c(C)n3c4c(=O)n(C)c(=O)n(C)c4nc23)c1,-7%
CC1CCN(CC(=O)Nc2cccc(C(=O)Nc3cccc(C(F)(F)F)c3)c2)CC1,-12%
COc1ccccc1[C@@H]1CN(C(=O)Cc2nonc2C)C[C@H]1C(=O)O,26%
COc1cc(/C=C/c2cc(C(=O)O)c3ccccc3n2)ccc1OC(F)F,?
CCCCc1cc(=O)oc2c(C)c(OCC(=O)OC(C)C)ccc12,4%
CCCc1cnc2c(c1SCc1cccc(F)c1)c(=O)n(C)c(=O)n2C,-11%
O=C(CSc1nc(Cl)nc2nc[nH]c12)Nc1cccc(Cl)c1,10%

# 7 compounds drawn at random from the list so far:
SMILES,KDM5B inhibitor
COc1cc(/C=C/c2cc(C(=O)O)c3ccccc3n2)ccc1OC(F)F,?
CC1CCN(CC(=O)Nc2cccc(C(=O)Nc3cccc(C(F)(F)F)c3)c2)CC1,-12%
CC(Oc1ccc(F)cc1Br)c1nc2ccccc2c(=O)[nH]1 (configuration not stated),3%
Cc1nn(-c2nc(CC(=O)Nc3cccnc3)cs2)c(C)c1Cc1ccccc1,10%
COc1cc(NC(=O)c2ccc(CNc3c(N4CCCC4)c(=O)c3=O)cc2)cc(OC)c1OC,23%
CCCCc1cc(=O)oc2c(C)c(OCC(=O)OC(C)C)ccc12,4%
Cc1cc(C)cc(-n2c(-c3ccccc3)c(C)n3c4c(=O)n(C)c(=O)n(C)c4nc23)c1,-7%

# Next part.
SMILES,KDM5B inhibitor
Cc1oc2ncnc(N3CCCCC3)c2c1C(=O)NCC1CCN(Cc2ccc(F)cc2)CC1,-18%
CN(C)Cc1nnc(C2CCN(C(=O)c3n[nH]c(=O)c4ccccc34)CC2)n1C,-11%
O=C(c1cccc(N2CCCN(Cc3ccccc3)C2=O)c1)N1CCOCC1,12%
CCCCc1nc2cc(C(=O)N3CCCC3c3cc(C(C)C)on3)ccc2o1 (configuration not stated),-20%
CCN(CC)CCCOC(=O)C(c1ccccc1)c1ccccc1,-3%
Cc1ccc(CNC(=O)c2cnccn2)s1,8%
Cc1cc(C)n(-c2ccc(C(=O)N[C@H]3C[C@H]4C(=O)NCC(=O)N4C3)cc2)n1,18%
N#Cc1ccc(C(=O)Oc2ccc(Br)cc2)cc1,1%
Cc1cc(Cl)ccc1OCC(=O)Nc1ccc2oc(=O)ccc2c1,-15%
COc1cccc2c(C)nc(Nc3nc(C)c(Cc4ccc(Cl)cc4)c(=O)[nH]3)nc12,16%
Cc1ccc2nc(-c3ccc(C)s3)cc(C(=O)NCc3ccco3)c2c1,?
Cc1cc(=O)oc2cc(OC(=O)C(C)Oc3ccccc3Cl)ccc12 (configuration not stated),i
CC[C@H]1CN(S(=O)(=O)c2ccc(OC)cc2)CC[C@H]1CC(=O)NCc1cccc2ccccc12,13%
Nc1cc(=O)nc(SCC(=O)Nc2ccc(F)cc2)n1CCc1ccccc1,-11%[11.5 µM]
COC(=O)c1ccccc1NC(=O)c1ccccc1OC(F)F,9%
NS(=O)(=O)CCCC(=O)O,-14%
Cc1ccc(Cl)cc1N1CC(O)=C(c2nc3ccccc3[nH]2)C1=N,0%
Cc1ccc(CCNC(=O)c2c[nH]c3ccc(S(=O)(=O)Nc4cccc(C(F)(F)F)c4)cc3c2=O)cc1,-11%
NC(=O)C(Oc1ccccc1Cl)c1ccccc1 (configuration not stated),10%
CCN(CC)C(=O)c1ccccc1NC(=O)CN1C(=O)c2ccccc2S1(=O)=O,26%
Cn1nc(C(=O)N2CCCN(c3cc(-c4ccc(Cl)cc4)[nH]n3)CC2)c2ccccc21,-13%
COCCNC(=O)C[C@@H]1O[C@H](CNS(=O)(=O)c2ccc(C)cc2)[C@@H](O)[C@H]1O,-1%[86.2 µM]
O=C(Nc1cccc(Cl)c1)c1c(NC(=O)C(F)(F)F)sc2c1CCCC2,?
CC(NC(=O)C(C)N1CCN(Cc2ccccc2)CC1)c1ccccc1 (configuration not stated),14%
COc1ccc(CNC(=O)CC[C@H]2CNC(=O)[C@@H]3[C@@H](CCN3Cc3nc4ccccc4n3C)N2C)cc1,4%

# An excerpt; the hit share may differ from the screen's.
